PglD DTNB – blocks C. jejuni PglD acetyltransferase activity | inhibition, % at 12.5 µM | 360,000 compounds, 0.098% hits | purified PglD enzyme, DTNB colorimetric CoA detection; in the data active = inhibition above about 16%, passing the limit was not always enough; also: strong numbers were not always called active
Statin myotox sup – protects C2C12 myotubes from simvastatin toxicity. ATP luminescence, 48 h; scaled: DMSO 0, geranylgeraniol control 100. rescue of ATP level, % at 7.49 µM. 330,000 compounds, 0.78% hits;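 active = mean ATP rescue above about 67%, or every replicate alone reaching that limit, limit read from the data, passing the limit was not always enough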;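 also: myotubes were challenged with 10 µM simvastatin during compound exposure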
* marks the source's active call; other numbers are inactive results. Some of the compounds tested; the hit share may differ from the screen's.

A first look:
SMILES	PglD DTNB	Statin myotox sup
COc1ccc(NC(=O)CC(C)C)c(OC)c1	5	-30
O=C(COc1ccc(-c2nnco2)cc1)NC1CCCc2ccccc21 (stereo unspecified)	-2	10
CS(=O)(=O)N(Cc1ccco1)CC(O)Cn1c2ccccc2c2ccccc21 (stereo unspecified)	1	1
O=C(Nc1cccc(C(F)(F)F)c1)c1cccc2c(-c3cccnc3)coc12	-10	-11
CC(C)CCN1CC(O)=C(c2nc3ccccc3[nH]2)C1=N	-5	-41
CCSc1nc2ccccc2n1CC(=O)N1CCCCC1	-4	33
O=C(c1ccccc1NS(=O)(=O)c1ccc(F)cc1)N1CCCC1	1	-1
Cc1ccc(O)c(-c2cc(C(F)(F)C(F)F)nc(-c3ccccc3)n2)c1	1	-15
Clc1cccc(N=C2NN=C(c3ccc4c(c3)OCCO4)CS2)c1	7	-175
CCn1c(=O)cc(SCC(=O)N2CCN(C(=O)c3ccco3)CC2)c2ccccc21	-1	-22
O=C(Nc1ccccc1C(=O)O)c1cncc(Br)c1	-1	6
COc1ccc(Cn2c(CCC(=O)Nc3ccc(C)c(C)c3)nc3cccnc32)cc1	1	17
C=C(C)Cn1c(=O)c(NC(=O)c2ccccc2)c2n(c1=S)CCC2	5	-4
O=C(NC1CCCC1)C1CCN(S(=O)(=O)N2CCCCC2)CC1	-8	-16
CCOc1cccc2cc(C(=O)Nc3nccs3)c(=O)oc12	0	-6

This part in full, from the first entry:
SMILES	PglD DTNB	Statin myotox sup
COc1ccc(NC(=O)CC(C)C)c(OC)c1	5	-30
O=C(COc1ccc(-c2nnco2)cc1)NC1CCCc2ccccc21 (stereo unspecified)	-2	10
CS(=O)(=O)N(Cc1ccco1)CC(O)Cn1c2ccccc2c2ccccc21 (stereo unspecified)	1	1
O=C(Nc1cccc(C(F)(F)F)c1)c1cccc2c(-c3cccnc3)coc12	-10	-11
CC(C)CCN1CC(O)=C(c2nc3ccccc3[nH]2)C1=N	-5	-41
CCSc1nc2ccccc2n1CC(=O)N1CCCCC1	-4	33
O=C(c1ccccc1NS(=O)(=O)c1ccc(F)cc1)N1CCCC1	1	-1
Cc1ccc(O)c(-c2cc(C(F)(F)C(F)F)nc(-c3ccccc3)n2)c1	1	-15
Clc1cccc(N=C2NN=C(c3ccc4c(c3)OCCO4)CS2)c1	7	-175
CCn1c(=O)cc(SCC(=O)N2CCN(C(=O)c3ccco3)CC2)c2ccccc21	-1	-22
O=C(Nc1ccccc1C(=O)O)c1cncc(Br)c1	-1	6
COc1ccc(Cn2c(CCC(=O)Nc3ccc(C)c(C)c3)nc3cccnc32)cc1	1	17
C=C(C)Cn1c(=O)c(NC(=O)c2ccccc2)c2n(c1=S)CCC2	5	-4
O=C(NC1CCCC1)C1CCN(S(=O)(=O)N2CCCCC2)CC1	-8	-16
CCOc1cccc2cc(C(=O)Nc3nccs3)c(=O)oc12	0	-6
O=[N+]([O-])c1ccc(S(=O)(=O)N2CCN(Cc3c[nH]c4ccccc34)CC2)cc1	1	11
Cn1c(=O)c2c(nc(CN3CCN(c4cccc(Cl)c4)CC3)n2CCc2ccccc2)n(C)c1=O	0	36
CCOC(=O)C1CCN(c2c([N+](=O)[O-])c(C(Cl)Cl)nn2-c2ccccc2)CC1	-6	4
COC(=O)C1=C(C)N=c2s/c(=C/c3ccoc3)c(=O)n2C1c1ccccc1 (stereo unspecified)	1	1
CC1(C(=O)NC2CCCCCCC2)CCC(=O)N1Cc1cccs1 (stereo unspecified)	5	12
Cc1nc(NC(=O)c2ccccc2)nc2cc3c(cc12)OCO3	-7	11
CCOc1ccc(NC(=O)Cn2nnc(C(=O)NCc3ccccc3OC)c2N)cc1	3	-3
COc1ccccc1NC(=O)CNC(=O)c1ccccc1C	0	5
COC(=O)CSc1nnc2n(-c3ccc(OC)cc3)c(=O)c3c4c(sc3n12)CCCCC4	-2	-4
Cc1[nH]c2ccc(F)cc2c(=O)c1SC(F)(F)C(F)C(F)(F)F (stereo unspecified)	0	-24
Cc1ccc(C(=O)OCCc2c(C)[nH]n(-c3ccccc3)c2=O)cc1	-5	8
CN1CCN(CC#CC(C)(O)C2CC3C=CC2C3)CC1 (stereo unspecified)	2	-15
CC(C)(C)c1cc(N/C=C\c2nnnn2-c2ccc(Br)cc2)no1	-4	-24
Cc1cc(=O)[nH]c(SCc2nnc(-c3ccccc3)o2)n1	3	4
COc1cc(-c2nc3ccccn3c2/N=C/c2ccccc2)ccc1O	4	2
CCc1nnc(NC(=O)CSc2ncnc3scc(-c4ccc(C)cc4)c23)s1	-5	20
COC(=O)c1ccc(-n2nnnc2SCC(=O)NCc2cccc(C(=O)O)c2)cc1	-4	1
COc1cc(C2C3C(C)N(C)C(=O)N(C)C3N(C)C(=O)N2C)ccc1O (stereo unspecified)	-2	-3
CCOCc1nnc(NC(=O)c2ccc(OC)cc2)s1	6	-11
CCN(CC)c1cc(C)c2cc(NC(=O)c3ccc(Br)o3)ccc2n1	0	-18
COc1cc2c(cc1OC)C1=NC(=O)CN1C(SCc1ccccc1C)=N2	1	-3
N#Cc1c(N)nc(-c2ccccc2)nc1-c1ccccc1	-2	-34
Cc1ccc(C(=O)NCc2ccc3c(c2)OCO3)cc1S(=O)(=O)N1CCCCC1	2	44
COc1ccc(OC)c(C(=O)c2coc3ccc(O)c(CN4CCOCC4)c23)c1	2	-3
COc1ccc(C(=O)OC(C)CN2CCN(C)CC2)cc1OC (stereo unspecified)	1	0
c1ccc(-c2nc3cnccn3c2Nc2ccc3c(c2)OCCO3)cc1	-2	22
Cc1ccc(Cn2ncc3c(N4CCOCC4)ncnc32)cc1	4	-3
O=C(O)COc1ccc2c(c1)CCCC2	0	-20
COc1ccc(OCC(=O)NC(=S)Nc2ccc(N3CCOCC3)c(Cl)c2)cc1	-1	-19
Cc1sc(NC(=O)c2ccco2)c(C(c2cccnc2)N2CCC(C)CC2)c1C (stereo unspecified)	3	-11
COc1ccc(C(C)(C)C)cc1S(=O)(=O)N1CCN(C)CC1	1	-18
Cc1ccc(C(=O)OCC(=O)Nc2sc3c(c2C#N)CCCCC3)cc1NC(=O)c1ccco1	-1	13
O=C(c1ccc(COCC(F)(F)F)o1)N1CCCCCC1	-2	-6

Part of the list above in order of count of non-hydrogen atoms, falling.
SMILES	PglD DTNB	Statin myotox sup
CCOC(=O)C1CCN(c2c([N+](=O)[O-])c(C(Cl)Cl)nn2-c2ccccc2)CC1	-6	4
CC1(C(=O)NC2CCCCCCC2)CCC(=O)N1Cc1cccs1 (stereo unspecified)	5	12
CCSc1nc2ccccc2n1CC(=O)N1CCCCC1	-4	33

The listing continues.
SMILES	PglD DTNB	Statin myotox sup
CC1S/C(=C(\C#N)C(=O)NCc2ccco2)N(c2ccc(F)cc2)C1=O (stereo unspecified)	-6	-4
COc1nc(N)nc(CC(=O)C2CC2)n1	-6	18
COc1ccc(OCC(=O)Nc2nnc(C)s2)cc1	5	-6
COc1ccc(Nc2nc3ccccc3nc2-n2nc(C)cc2C)cc1	-1	-26
c1ccc(N2CCN(c3nnnn3-c3ccccc3)CC2)cc1	2	9
O=C(c1cc2ccccc2oc1=O)N(Cc1cccs1)Cc1ccccc1Cl	1	11
Cc1csc(SCC(=O)c2c(N)n(CC(C)C)c(=O)n(C)c2=O)n1	8	-12
CC(=O)NC12CC3CC(C1)CC(C(=O)Nc1nccs1)(C3)C2	-1	17
C=CCc1ccc(OCCCOc2ccc(C)cc2OC)c(OC)c1	-9	8
CCOc1cc2[nH]c(=S)n(Cc3ccc(C(=O)NCCOC)cc3)c(=O)c2cc1OCC	2	0
COc1ccccc1C(=O)N/C(=C/c1ccc(Br)cc1)C(=O)NCC(=O)O	9	-16
Cc1ccc(C(OC(=O)c2ccco2)C(=O)NC2CCCCC2)cc1 (stereo unspecified)	1	2
COc1ccc(-c2cn3nc4c(nc3n2)CCCC4)cc1	3	9
N#Cc1cccnc1N1CCN(C(=O)c2cccc3c2C(=O)c2ccc(-c4ccc(Cl)c(C(F)(F)F)c4)cc2S3(=O)=O)CC1	6	-11
Cc1ccc(NC(=O)c2ccco2)cc1C	4	-12
OC(COc1cccc(OCC(O)CN2CCCC2)c1)CN1CCCC1 (stereo unspecified)	2	-3
CCOC(=O)c1ccc(NC(=O)Cn2nnc(-c3ccc(F)cc3)n2)cc1	-1	-37
CC(C)=CC(=O)Nc1ccccc1C(N)=O	5	0
Cc1ccc(Cn2c(CN3CCOCC3)nc3c2c(=O)[nH]c(=O)n3C)cc1	-3	-4
O=C1C2CC=CCC2C(=O)N1CC(=O)N(Cc1ccccc1)C1CCS(=O)(=O)C1 (stereo unspecified)	2	-4
O=C(C1CCCN(S(=O)(=O)c2cccc3nonc23)C1)N1CCC(Cc2ccccc2)CC1 (stereo unspecified)	-1	28
COc1ccc2[nH]c(=O)c(CN(CCCN3CCOCC3)C(=O)NCc3ccccc3)cc2c1	5	1
CCOC(=O)c1ccc(NC(=O)CS(=O)(=O)c2cn(CC)c3ccccc23)cc1	0	-9
COc1cc(CO)cc(Br)c1OCC(=O)N1CCCCC1	1	-4
Cc1cccc(N2CCN(C(=O)c3ccncc3)CC2)c1C	1	-57
O=C(Nc1ccccc1C(=O)Nc1ccc2c(c1)OCO2)c1ccco1	0	0
Cc1cc2nc(-c3cccc(NC(=O)c4ccc(Br)o4)c3C)oc2cc1C	-2	-31
Oc1cccc(Nc2nc(NCC3CCCO3)c3ccccc3n2)c1 (stereo unspecified)	2	-29
Clc1ccc(-c2nnc(-c3ccccc3)o2)c(Cl)c1	7	-5
O=C(O)Cn1nnc(-c2cccs2)n1	11	16
CCN(C(=O)CN1CCN(C)CC1)c1cccc2ccccc12	-6	7
CCOC(=O)c1nnn(-c2nonc2OC)c1-c1ccccc1	4	6
O=C(CSc1cc(Cl)ccc1Cl)NCC1CCCO1 (stereo unspecified)	-2	-19
CCCS(=O)(=O)N1CCCC(C(=O)NCCCN2CCN(c3cccc(Cl)c3)CC2)C1 (stereo unspecified)	-4	5
COc1ccc(C(OC(=O)c2cccs2)C(=O)NCC2CCCO2)cc1 (stereo unspecified)	-4	5
Cc1ccc(S(=O)(=O)NC(C)CCc2ccccc2)cc1 (stereo unspecified)	-2	12
CC(NC(=O)CN1CCc2ccccc21)c1ccccc1 (stereo unspecified)	-6	3
Cc1ccc(-n2c(N)c(C#N)c(-c3ccc(Cl)cc3)c(C#N)c2=O)cc1	-2	5
Cn1c(=O)n(CC#N)c2ccccc21	6	-62
O=C(Nc1ccccc1C(F)(F)F)c1ccc(F)c(S(=O)(=O)N2CCOCC2)c1	4	-15
COc1cccc(N2C(=O)C(CC(=O)Nc3ccccc3)N(C3CCCCC3)C2=O)c1 (stereo unspecified)	-2	0
CCOC(=O)C1CCN(c2cc(=O)n(C3CCCCC3)c(=O)[nH]2)CC1	-4	-1
CN1CCN(C(=O)C2CCN(S(=O)(=O)c3cnc[nH]3)CC2)CC1	4	-17
O=C(O)CCC(=O)Nc1cccc(C(=O)Nc2cccc(Cl)c2)c1	7	-3
CCCCCCC(=O)c1c(C)[nH]c(C(=O)OCC)c1C	7	5
Oc1ccc(Cl)cc1/C=N/c1nccs1	-7	16
CC(/C=N/NC(=O)Cc1cccn1C)=C\c1ccco1	-1	6
COc1cc(C(=O)NCCc2ccc(S(N)(=O)=O)cc2)cc(OC)c1OC	1	16
C[C@]12c3[nH]c4cc(-c5ccco5)ccc4c3CCN1C(=O)[C@@H](CC(=O)NCCC1=CCCCC1)C[C@@H]2C(=O)N1CCOCC1	-1	-13
CCOC(=O)CSc1nc2ccccc2c(=O)n1CCC(=O)NCCc1ccc(OC)c(OC)c1	5	7
CC(C)(C)n1nnnc1C(c1cccs1)N1CCN(Cc2ccc3c(c2)OCO3)CC1 (stereo unspecified)	-5	-13
CCOc1ccc(-c2noc(CCC(N)=O)n2)cc1OCC	-5	-9
COC(=O)c1ccc(COC(=O)c2c(C)nn(Cc3ccccc3Cl)c2Cl)o1	0	2
CCOC(=O)C1CCN(Cc2cnc(NC(=O)OC)s2)CC1	-3	1
COc1ccc(-c2nn(C)c3sc(C(=O)NCc4ccco4)cc23)cc1OC	-4	-7
CCn1c(C)c(/C=N/Nc2nc3ccccc3s2)c2ccccc21	-2	-37
CC(=O)c1cnc2c(-c3ccc(Cl)cc3)c(C)nn2c1C	-2	-19
NC(=O)COC(=O)CCCc1c[nH]c2ccccc12	-6	-3
C=CCn1c(CNC(=O)CCC)nc2ccccc21	2	21
O=C(CNC(=O)c1cccc(Br)c1)NCCc1nc2ccccc2[nH]1	1	11

Next compounds
SMILES	PglD DTNB	Statin myotox sup
Cc1ccc(C(=O)NC(=S)Nc2ccccc2C(F)(F)F)c(C)c1	-8	-14
O=C(c1ccc(Cl)cc1Cl)c1ncc(C(F)(F)F)cc1Cl	-2	0
Cc1ccc(N=C2NC(=O)c3cc([N+](=O)[O-])ccc32)cc1	-8	4
CCc1ccccc1NC(=O)C(Cc1cccc(OC)c1OC)c1nn[nH]n1 (stereo unspecified)	-1	9
CCC(=O)NCc1cc(-c2nn(C)c(=O)c3ccccc23)ccc1C	-2	-4
CN(Cc1ccccc1)C(=O)COc1ccccc1	5	3
COc1ccccc1NC(=O)Cn1c(=O)oc2ccccc21	0	-25
Cc1ccc(-n2ccc(=O)c(-c3ccnc(SCc4cccc(Cl)c4)n3)n2)cc1	-1	84*
COc1cccc(C(=O)Nc2ccc(Cl)c(C(F)(F)F)c2)c1	2	-6
Cc1cc(=O)oc2cc(OCCSCCN3CCOCC3)ccc12	-15	7
CCOc1ccc(N2C(=O)C(c3ccccc3)=C(c3nc4ccccc4s3)C2NC(C)=O)cc1 (stereo unspecified)	0	50
CN1CCC(N2CCN(c3cccc(C(F)(F)F)c3)CC2)CC1	-1	15
O=C1CCC2CCCCC2(O)O1 (stereo unspecified)	6	4
CCc1nnc(NC(=O)CSc2nnc(-c3ccccc3NC(=O)c3ccccc3)o2)s1	5	-5
O=C(COC(=O)CN1C(=O)c2ccccc2C1=O)Nc1ccc(S(=O)(=O)N2CCCC2)cc1	-4	7
CCc1ccc(OCC(=O)NNC(=O)CSc2ncnc3sc(C)c(C)c23)cc1	-3	1
Cc1cc(/C=C2/NC(=O)NC2=O)c(C)n1-c1ccccn1	1	-6

Screening results (PubChem BioAssay)
